# SIAH1 antagonists: Siah-1 peptide-binding antagonists, primary screen, biochemical, fluorescence polarization, rhodamine-plectin, uHTS (AID 1817) | Siah-1 / rhodamine-plectin peptide fluorescence polarization; higher % means a stronger effect | one-dose displacement, % at 20 µM; IC50 in µM for titrated hits | 290,000 tested, 0.02% active;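 active = displacement of at least 50% at 20 µM, with a fluorescence ratio check between 0.3 and a set limit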;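 note: plate controls were Siah plus tracer with DMSO for no effect and tracer alone without Siah for full effect; strong numbers were not always called active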
# Dynein transport: blocks dynein driven cargo transport along microtubules | 3617.4 mouse cells, GR-EGFP nuclear translocation imaging; test concentration mostly 20 µM; stimulated with dexamethasone, 1 µM; stronger effect = lower value | z-score, hits read low | 220,000 tested, 0.47% active | AID 1381;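 active = plate z-score of nuclear minus cytoplasmic receptor signal below a set negative limit, without overly bright fluorescence or cell loss, cut at about -3.5 in these data, passing the limit was not always enough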;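 note: z-score of nuclear minus cytoplasmic ring GR-EGFP intensity difference per well; some compounds called inactive have numbers as strong as hits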
#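 medium = tetracycline-free induction medium containing charcoal-stripped FBS | also added = 1.0 µM final dexamethasone stimulus | schedule = 48 h induction, 1 h compound, 30 min dex at 37 °C | technique = fixed, Hoechst-stained cells imaged at 10x for EGFP | measure = GR-EGFP nuclear translocation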
# human PMI inhibitors: MPI inhibition at elevated mannose 6-phosphate – biochemical, fluorescence intensity, high mannose 6-phosphate, primary screen (AID 1220); recombinant PMI enzyme, coupled fluorescence intensity; higher % means a stronger effect; 190,000 tested, 0.66% active; inhibition, % at 20 µM, or IC50 in µM where a hit was titrated
# XIAP antagonists: XIAP antagonists, biochemical, IAP family, fluorescence polarization (AID 1018). XIAP BIR domain, fluorescence polarization peptide displacement; higher % means a stronger effect. one-dose displacement, % at 20 µM; IC50 in µM for titrated hits. 200,000 tested, 0.007% active; in the data active = displacement above about 50%; note: a part of the inactive calls stands beside numbers as strong as those of hits
# M1AAP inhibition: malaria alanyl aminopeptidase activity blockers – biochemical, fluorogenic H-Leu-NHMec substrate, 1536-well (AID 1445). recombinant M1AAP, H-Leu-NHMec fluorogenic kinetic assay; higher % means a stronger effect. one-dose inhibition, % at 30 µM; IC50 in µM for titrated hits. 220,000 tested, 0.42% active;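 active = primary inhibition above the hit cutoff, then over 50% inhibition at one or more dose response concentrations, cut at about 23% in these data, passing the limit was not always enough; inconclusive = conflicting primary data, or primary hits not chosen for dose response; inactive = low primary inhibition, or under 50% at every dose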;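 note: plate controls were DMSO full reaction for no effect and no enzyme background for full effect; strong numbers were not always called active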
# LYP inhibition: PTPN22 lymphoid phosphatase activity blockers – biochemical, fluorescence intensity, uHTS (AID 1779) | recombinant LYP phosphatase, fluorescence intensity; higher % means a stronger effect | inhibition, % at 11.5 µM, or IC50 in µM where a hit was titrated | 290,000 tested, 0.054% active;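 note: plate controls were vehicle with enzyme for no effect and no enzyme for full effect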
# AID2073: disruptors of CaV2.2 binding to Mint1 – biochemical, HTRF (AID 2073). HTRF protein-protein interaction, Mint1-CaV2.2; higher % means a stronger effect. inhibition, % at 20 µM; hits with a dose series show IC50 in µM. 290,000 tested, 0.19% active; in the data active = inhibition mostly above about 51%, no sharp cut-off; inconclusive = no clear call, values can overlap the other calls; inactive = mostly below about 53%; note: some results filed as inactive read as strong as hits
# PMI inhibitors: inhibitors of human PMI, primary screen, biochemical, fluorescence intensity, coupled assay (AID 1209); purified PMI enzyme, coupled fluorescence intensity; higher % means a stronger effect; one-dose inhibition, % at 20 µM; IC50 in µM for titrated hits; 190,000 tested, 0.42% active;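 note: plate controls were DMSO vehicle for no effect and wells lacking substrate for full effect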
# P. falciparum M17LAP: P. falciparum M17LAP inhibitors, primary screen, biochemical, fluorogenic H-Leu-NHMec substrate, 1536-well (AID 1619); recombinant M17LAP, H-Leu-NHMec fluorogenic kinetic assay; higher % means a stronger effect; 220,000 tested, 0.38% active; inhibition, % at 30 µM; hits with a dose series show IC50 in µM;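 active = compound inhibiting the enzyme by more than half at any dose during confirmatory dose-response retesting; inconclusive = strong single-dose inhibitors picked by rank but not retested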;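 note: plate controls were full reaction with DMSO carrier for no effect and no enzyme background for full effect; strong numbers were not always called active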
# Dynein transport cytoplasmic EGFP: recorded beside Dynein transport, whose call it bears; z-score; measured here: cytoplasmic GR-EGFP intensity; stronger effect = higher value
# Dynein transport nuclear GR-EGFP: second read-out of Dynein transport, no call of its own (marks repeat the call); z-score; measured here: nuclear GR-EGFP intensity;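 lower value marks the stronger effect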
# Dynein transport cell count: recorded beside Dynein transport, whose call it bears; z-score; measured here: cell count per field
# Active calls of the source: *; ? = inconclusive; . = not tested or not shown. Cut-off read from the data, not from the text of the source, unless noted: active = inhibition above about 50%; inactive = the rest. Compounds were not picked by outcome. Share with any hit: about 2.1%.
SMILES,SIAH1 antagonists,Dynein transport,Dynein transport cytoplasmic EGFP,Dynein transport nuclear GR-EGFP,Dynein transport cell count,human PMI inhibitors,XIAP antagonists,M1AAP inhibition,LYP inhibition,AID2073,PMI inhibitors,P. falciparum M17LAP
N/C(=N\c1nc2ccccc2o1)NC(=O)c1ccccc1NC(=O)c1ccccc1,-3%,-1.6,-0.25,-0.6,0.64,-4%,-3.8%,3%,0%,19%,1%,10%
CCOCCCNC(=O)C1CCCN(S(=O)(=O)CC)C1 (stereo unspecified),5%,-1.1,-0.25,-0.54,0.43,2%,-6.4%,6%,0%,-4%,2%,-4%
CN(C)c1ccc(-c2nc3n(n2)C(c2cccnc2)C2=C(CC(C)(C)CC2=O)N3)cc1 (stereo unspecified),3%,-1.1,-0.26,-0.3,0.41,4%,-2.8%,16%,3%,-5%,2%,26%
Cc1nonc1C(=O)N/N=C/c1ccccc1,2%,1.2,-0.15,1.4,-1.7,-7%,-0.9%,8%,-3%,-7%,-2%,5%
Cc1onc(-c2c(F)cccc2Cl)c1C(=O)OCC(=O)NCc1ccco1,-1%,1.8,0.044,1.6,-2,-2%,-6.8%,5%,-1%,8%,4%,15%
Cc1ccc(S(=O)(=O)NCC(=O)OCC(=O)Nc2cccc(S(=O)(=O)NC3=NCCCCC3)c2)cc1,2%,0.83,-0.06,0.75,-1.4,-6%,-7.0%,-5%,-3%,-4%,-4%,-6%
COC(=O)c1c(NC(=O)CC2NCCNC2=O)sc2c1CCCC2 (stereo unspecified),1%,-0.67,-0.21,-0.28,0.47,-1%,-6.8%,1%,-11%,-6%,3%,22%
Cc1ccc(S(=O)(=O)N(C)c2c(C)ccc(S(=O)(=O)N3CCN(C)CC3)c2C)cc1,1%,-0.39,-0.25,-0.61,0.82,11%,5.8%,-8%,4%,-3%,19%,-4%
COc1cccc(C(=O)Nc2ccc(NC(=O)c3ccco3)nc2)c1,-5%,-0.5,-0.31,-0.86,-0.38,9%,-10%,6%,1%,0%,8%,-1%
CCN(CC)S(=O)(=O)c1ccc(OC(C)C)c(N)c1,0%,0.11,-0.33,0.18,0.0073,-5%,-7.2%,6%,1%,13%,-10%,-5%
Cc1n[nH]c(C)c1S(=O)(=O)N1CCCC(C(=O)NCc2cccs2)C1 (stereo unspecified),9%,0.58,-0.22,0.45,-0.43,9%,-13%,4%,-5%,10%,8%,0%
Cc1nn(Cc2ccc(Cl)cc2Cl)c(Cl)c1/C=C/C(=O)OCC(=O)NCC(F)(F)F,2%,-0.67,-0.015,-0.32,0.7,14%,-2.7%,-3%,0%,-2%,9%,-6%
Cc1c(NC(=O)Cn2cc([N+](=O)[O-])cn2)c(=O)n(-c2ccccc2)n1C,-7%,1.7,-0.16,1.2,-1.5,-4%,-8.0%,2%,-8%,-5%,0%,-4%
O=C(COC(=O)CCc1ccc(S(=O)(=O)N2CCOCC2)cc1)NC1CCCC1,2%,-0.11,-0.29,-0.3,-0.028,1%,-3.0%,0%,-3%,35%,7%,-6%
CCOc1ccc(Nc2nc3cc(S(=O)(=O)N(CC)CC)ccc3o2)cc1,0%,1,2.1,1.3,-1.2,4%,1.9%,3%,-3%,-20%,48%,-7%
CN(Cc1nc(Cc2ccccc2F)no1)CC1(N2CCOCC2)CCCCC1,-3%,1.1,-0.27,0.48,-0.4,-3%,1.7%,6%,-7%,1%,5%,-3%
O=C(CSc1nccc(=O)[nH]1)c1cc2ccccc2o1,-10%,0.44,-0.31,-0.2,1.2,.,.,4%,-4%,-6%,.,7%
C/C(=N/NC(=O)CNC(=O)C1COc2ccccc2O1)c1ccc2c(c1)OCCO2 (stereo unspecified),4%,-0.13,-0.29,-0.24,-0.013,-1%,-4.1%,-4%,5%,14%,2%,3%
C=CCSc1nc2[nH]ncc2c(=O)[nH]1,5%,0.72,0.19,0.32,-0.9,2%,-6.8%,18%,0%,-4%,-4%,8%
O=C(CSc1nnc(-c2ccccn2)n1Cc1ccco1)c1ccc(Cl)cc1,-3%,-0.85,0.77,-0.37,0.97,-14%,-2.7%,10%,-6%,-11%,-8%,8%
O=C(Nc1nc2ccccc2s1)C1CC(=O)N(c2ccc(F)cc2)C1 (stereo unspecified),-1%,-0.68,0.21,-0.013,0.35,-2%,-7.3%,0%,-4%,-1%,0%,10%
O=C(NCc1cn(-c2ccccc2)nc1-c1ccccc1)c1cc([N+](=O)[O-])cc([N+](=O)[O-])c1,-1%,2.4,-0.15,-0.015,-1.3,-2%,-8.8%,7%,-8%,5%,-7%,-11%
O=C(O)CCC(=O)N1CCN(c2ccc(C(=O)c3ccc(F)cc3)cc2)CC1,0%,-1.5,-0.18,-0.62,-0.18,2%,-6.9%,6%,0%,-11%,2%,36%
N#Cc1c(-c2ccccc2)c(-c2ccccc2)nn(CC(=O)NNC(=O)Nc2ccc(Cl)c(Cl)c2)c1=O,-5%,1.3,-0.19,1.3,0.0063,9%,-2.0%,-11%,4%,-6%,13%,-4%
O=C(CSc1nnc(Cc2ccccc2)o1)N1CCc2ccccc21,-3%,0.34,-0.24,0.63,0.13,-10%,-2.8%,-1%,-8%,1%,-14%,-5%
O=C(N/N=C/c1ccc(OC(=O)c2cccs2)cc1)c1ccc(F)cc1,8%,-0.67,-0.19,0.14,-0.35,2%,-23%,2%,2%,20%,-8%,-9%
CCCC(C)C(=O)Nc1cc([N+](=O)[O-])ccc1Cl (stereo unspecified),-5%,0.65,0.1,0.41,-1.2,-63%,-10%,2%,0%,20%,-54%,-19%
CCc1ccc(OCC(=O)Nc2ncn[nH]2)cc1,-3%,-0.98,-0.25,-0.3,0.65,4%,0.8%,6%,-5%,21%,6%,8%
COc1ccc(-c2nc(N3CCCCCC3)sc2C(=O)c2ccccc2)cc1,2%,-0.29,-0.21,0.39,0.43,3%,-9.1%,3%,14%,-7%,9%,7%
CCP(=O)(CC)c1cccc(N)c1,-2%,0.14,-0.27,-0.12,0.27,4%,-5.2%,10%,-6%,-2%,0%,1%
CSc1nncc(/C(C)=N\Nc2cccc(C)c2)n1,-2%,-1.3,-0.21,-0.13,0.73,-140%,-8.7%,5%,-5%,-24%,-51%,-2%
Cc1nn2c(N)c(C#N)cnc2c1-c1ccc(Cl)cc1,-2%,0.43,-0.25,0.52,-0.37,0%,-3.2%,4%,-6%,35%,2%,3%
CCCc1cc(=O)[nH]c(SCC(=O)Nc2ccc([N+](=O)[O-])cc2C#N)n1,0%,-0.61,-0.17,-0.49,0.13,.,.,4%,5%,-7%,.,11%
COc1ccc(OC)c(S(=O)(=O)NCC2CCCO2)c1 (stereo unspecified),-1%,-0.43,-0.15,-0.43,0.76,-4%,-5.3%,0%,4%,17%,-2%,-3%
COC(=O)C1C(O)=C(C=NCc2ccccc2)C(=O)CC1(C)C (stereo unspecified),-3%,0.042,-0.12,-0.61,-0.74,-3%,-6.6%,7%,-6%,?,-4%,8%
CCN(CC)S(=O)(=O)c1cccc(-c2nnc(SCC(=O)c3ccc(Cl)s3)n2C)c1,3%,0.81,-0.02,1.1,-1.6,-1%,-2.6%,11%,-3%,-14%,-12%,2%
CC(C)NC(=O)CC1C(=O)NCCN1CC(c1ccccc1)c1ccccc1 (stereo unspecified),1%,1.6,-0.19,0.68,-0.38,12%,0.6%,11%,-7%,1%,1%,1%
CC1(C)CC(N2CCCC2)=CC(=[N+]2CCCC2)C1,0%,-0.24,-0.28,0.89,-0.25,6%,-10%,5%,7%,1%,26%,0%
CCN1CCN(c2nc(S(=O)(=O)c3ccc(C)cc3)c(Cl)s2)CC1,0%,-0.48,-0.23,-0.18,1.2,14%,-6.4%,1%,-6%,-8%,7%,5%
CCC1(CC)NC(=O)N(CC(=O)Nc2ccc(S(=O)(=O)N3CCOCC3)cc2)C1=O,-2%,-0.44,-0.27,0.26,-0.27,4%,3.2%,-4%,-5%,4%,-1%,-3%
CCOC(=O)c1ccc(N/N=C/c2cc(Br)cc([N+](=O)[O-])c2O)cc1,24%,0.5,-0.35,0.18,-0.42,-90%,1.2%,2%,3%,27%,-70%,1%
CC(C)(C)C1CCc2c(sc(NC(=O)C3CC=CCC3C(=O)O)c2C#N)C1 (stereo unspecified),14%,-0.52,-0.31,-0.5,0.74,10%,-5.9%,10%,3%,5%,-1%,11µM*
N#CCn1c2ccccc2c2nc3ccccc3nc21,0%,-0.53,-0.35,-0.33,0.49,55%*,-2.5%,6%,-10%,0%,15%,10%
Cc1ccc(-c2nnn(CCC(=O)NC(C)(C)C)n2)cc1,19%,0.18,-0.26,-0.27,0.21,-9%,-7.3%,-2%,-2%,17%,-7%,6%
COc1cc(CNCCSc2nnnn2C)cc(Br)c1OCc1ccccc1,-2%,-0.5,-0.27,-0.1,0.73,-1%,0.9%,-2%,-3%,-8%,4%,-4%
O=C(NC1CCCC1)C1CCCN(S(=O)(=O)c2ccc(-n3cnnn3)cc2)C1 (stereo unspecified),2%,-1.3,-0.16,-0.53,0.58,-9%,-2.7%,3%,1%,1%,-9%,4%
O=S(=O)(CCSc1ccc(C(F)(F)F)cn1)c1ccc(Cl)cc1,2%,-0.99,-0.18,-0.62,0.5,.,.,2%,-4%,1%,.,-1%
CCN1C(=O)N(c2cccc3ccccc23)C(C)=CC1(C)C,-1%,1.3,-0.24,0.8,-0.38,4%,-1.0%,-1%,6%,4%,2%,13%
O=C(O)CSc1nnc(COc2cccc3cccnc23)n1-c1ccc(Cl)cc1,7%,0.29,-0.22,0.25,0.79,5%,-11%,5%,-8%,17%,0%,3%

# Compound activity as filed in PubChem.
